Screening data from PubChem.
Mdm2 ligase inh = inhibitors of human Mdm2 E3 ubiquitin ligase; hit rate 0.11% among 210,000; signal enhancement, % at 5 µM; Q00987; cell-based MDM2 ubiquitination luciferase reporter, 2 h; 0 = plate control, 100 = twice control, blank-subtracted; AID 1230;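 active = signal enhancement of 30% or more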;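 note: luminescence tracks abundance of the self-degrading MDM2-luciferase fusion protein; higher signal means inhibition of MDM2 E3 ligase activity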
Target sequence (Q00987 whole entry, looked up, the tested form may be a part): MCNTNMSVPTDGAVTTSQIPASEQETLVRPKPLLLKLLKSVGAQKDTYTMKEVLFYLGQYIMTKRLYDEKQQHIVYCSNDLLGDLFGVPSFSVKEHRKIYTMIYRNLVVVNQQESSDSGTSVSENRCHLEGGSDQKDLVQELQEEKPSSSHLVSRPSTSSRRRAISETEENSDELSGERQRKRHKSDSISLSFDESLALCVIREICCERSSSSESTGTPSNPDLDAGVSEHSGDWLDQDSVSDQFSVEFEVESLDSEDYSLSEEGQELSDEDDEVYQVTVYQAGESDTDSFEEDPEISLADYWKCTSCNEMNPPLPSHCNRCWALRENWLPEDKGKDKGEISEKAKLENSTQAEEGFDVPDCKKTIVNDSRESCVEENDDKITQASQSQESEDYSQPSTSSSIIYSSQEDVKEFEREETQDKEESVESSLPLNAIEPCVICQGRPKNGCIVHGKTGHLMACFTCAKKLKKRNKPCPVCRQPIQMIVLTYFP
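Material: Stable MDM2–luciferase fusion reporter cells | Amount: 2000 cells seeded into each well | Dosing: One concentration, 5 µM, with 0.2% DMSO | Incubation: 4 h cell settling then 2 h compound exposure, 37 °C | Measured by: Luciferase luminescence | Read-out basis: % enhancement relative to plate controls after blank subtraction | Benchmarks: Control and blank well means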
TRPML3 ag = agonists of human TRPML3 channel; Q8TDD5; HEK293 TRPML3-YFP, Fluo-8 calcium fluorescence; 100% = the carbachol control signal; activation, % at 3 µM; hit rate 0.29% among 220,000; AID 1448;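 active = activation above its plate's cutoff, the mean activation of the plate's test wells plus 3 SD, cut at about 12% in these data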;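 note: 0% = DMSO only wells and 100% = carbachol wells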
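Material: HEK293 cells stably carrying human TRPML3-YFP; compound dosing: single dose, 3 µM final nominal compound, 0.3% DMSO final; incubation: 1-h 37 °C dye load, 5-s basal, 120-s post-compound reads; technique: Fluo-8 intracellular calcium fluorescence, excitation 470-495 nm, emission 515-575 nm; read-out basis: percent activation from peak-to-basal fluorescence ratio, scaled between DMSO and carbachol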
PPC-1+TRAIL kill = compounds killing PPC-1 cancer cells with TRAIL present (potentiator screen, no TRAIL-free arm) | cell killing (% activity), % at 4 µM | hit rate 0.41% among 220,000 | AID 1443 | PPC-1 cells + TRAIL, ATPLite viability luminescence;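 active = cell killing above 50% in the first pass at 4 µM, then a duplicate retest at 5 µM averaging 50% or more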;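 note: plate controls were cells with TRAIL plus DMSO for no effect and medium-only wells lacking cells for full effect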
p47phox inh = p47phox (human) inhibition | inhibition, % at 24.7 µM | hit rate 0.53% among 220,000 | P14598 | AID 1274 | p47phox/p22phox peptide binding, fluorescence polarization, 2 h;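 active = inhibition above about 30%, limit read from the data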;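 note: 0% = p47phox with labelled peptide and 100% = labelled peptide alone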
Target sequence (P14598 whole entry, looked up): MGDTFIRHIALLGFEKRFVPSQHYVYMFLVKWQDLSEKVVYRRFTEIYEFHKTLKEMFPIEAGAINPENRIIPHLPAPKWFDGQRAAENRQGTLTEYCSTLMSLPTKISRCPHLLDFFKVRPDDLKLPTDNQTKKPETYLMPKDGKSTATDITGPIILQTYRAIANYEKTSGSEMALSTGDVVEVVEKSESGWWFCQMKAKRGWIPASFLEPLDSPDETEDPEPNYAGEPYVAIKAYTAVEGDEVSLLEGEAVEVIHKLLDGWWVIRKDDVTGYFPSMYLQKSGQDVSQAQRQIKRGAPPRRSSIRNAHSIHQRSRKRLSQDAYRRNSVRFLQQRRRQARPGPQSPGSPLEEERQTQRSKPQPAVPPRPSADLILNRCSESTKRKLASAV
CHOP inhibitor = CHOP inhibition in unfolded protein response. CHO-K1 CHOP-promoter luciferase, tunicamycin-induced, 15-18 h. inhibition, % at 10 µM. hit rate 3.8% among 220,000. AID 2732;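 active = compounds that reduced the stress-induced luciferase reporter signal by more than about 70% of percent inhibition, limit read from the data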;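 note: 0% = tunicamycin plus vehicle and 100% = wells without tunicamycin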
TRPN1 ag = agonists of zebrafish TRPN1 channel. activation, % at 3 µM. HEK293 zebrafish TRPN1-YFP, Fluo-8 calcium fluorescence; 100% = response to 87 µM carbachol. AID 1424. hit rate 0.18% among 220,000;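 active = activation above its plate's cutoff, the mean activation of test wells on that plate plus 3 SD, cut at about 19% in these data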;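 note: 0% = DMSO alone and 100% = 87 µM carbachol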
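Material: zebrafish TRPN1-YFP in HEK293 cells; Doses: single test compound dose, 3 µM nominal, 0.3% DMSO; Timing: dye loading 1 h at 37 °C, then 30 min room temperature; Technique: intracellular calcium fluorescence with Fluo-8; Benchmarks: high carbachol 87 µM, low DMSO alone.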
EBV gp42 inh = blocks Epstein-Barr virus glycoprotein 42 binding. Q1HVG2. Fluorescence polarization binding assay, mP read-out. inhibition, % (tested at 21.74 µM). hit rate 0.42% among 220,000. AID 1085; in the data active = inhibition above about 50%
Target sequence (Q1HVG2 whole entry, looked up): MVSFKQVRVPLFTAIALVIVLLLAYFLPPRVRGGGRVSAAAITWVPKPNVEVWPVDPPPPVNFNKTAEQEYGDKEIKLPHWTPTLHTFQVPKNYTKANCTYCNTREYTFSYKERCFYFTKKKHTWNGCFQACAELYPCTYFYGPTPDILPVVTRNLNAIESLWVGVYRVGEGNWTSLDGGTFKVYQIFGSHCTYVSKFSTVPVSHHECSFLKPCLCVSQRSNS
TNF necrop inh = TNF-alpha cell death inhibition in Jurkat FADD-/- cells. hit rate 0.068% among 220,000. activation (protection from cell death), % at 10 µM. Jurkat FADD-/- TNF necroptosis rescue, ATP luminescence, 24 h; 0 = TNF only, 100 = no-TNF cells;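 active = activation, meaning protection from cell death, of at least 50% relative to plate controls; inactive = activation below 50%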;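 note: necroptosis triggered by 40 ng/mL TNF-alpha added together with compound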
Runt-SMMHC FRET = blocks binding of human RUNX1 Runt domain to CBFb-SMMHC; Cerulean-Runt/Venus-CBFb-SMMHC FRET ratio 530/480, 1 h; inhibition, % at 20 µM; hit rate 0.74% among 220,000; AID 1434;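 active = mean inhibition across duplicate retests at 20 µM reaching about 50%, limit read from the data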;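 note: 0% = DMSO wells and 100% = wells with excess untagged CBFb-SMMHC; inhibitors lower the FRET ratio by blocking Runt binding to CBFb-SMMHC; some results filed as inactive read as strong as hits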
* hit, by the source's call; · = no result given; [ ] = dose if it differs, or a comment.

SMILES	Mdm2 ligase inh	TRPML3 ag	PPC-1+TRAIL kill	p47phox inh	CHOP inhibitor	TRPN1 ag	EBV gp42 inh	TNF necrop inh	Runt-SMMHC FRET
CCOC(=O)C1=C(C)N(C)C(C)=C(C(=O)OCC)C1c1ccsc1	-6	-1.9	13	-9	30	-3.3	-2	-1.4	0
CCc1ccc2c(c1)C1(C(=O)N2)N2CCCC2C(C(=O)c2ccc3ccccc3c2)C12C(=O)Nc1ccccc12 (centres undefined)	-3	0.4	14	-33	106*	0.1	4	3.0	0
O=C(c1n[nH]c2ccccc12)N1CCOCC1	-13	1.0	10	-3	19	0.4	-7	0.4	0
COc1cccc(NC(=O)N(CCN(C)C)C(C)c2cccnc2)c1 (centres undefined)	0	0.9	3	-10	2	1.0	-19	5.7	-8
COCCNC(=O)C1CCCN(c2ncccn2)C1 (centres undefined)	-3	0.8	28	-3	10	-0.5	-12	1.0	1
CCCn1c(N)c(C(=O)CSc2nnc(C)n2Cc2ccccc2)c(=O)n(C)c1=O	-6	0.5	13	5	17	0.8	-17	-2.4	2
CC(=O)C1=C(O)C(=O)N(c2ccc(C)cc2)C1c1ccccn1 (centres undefined)	0	1.3	17	0	6	1.3	-2	0.2	-5
O=C1NC(=S)N(c2cccc(Cl)c2)C12CCCCC2	-13	-1.6	14	5	57	-3.8	7	1.5	0
O=C(CCc1ccccc1)Nc1ccc(NC(=O)c2ccco2)cc1	-12	-0.7	-4	-8	-3	-0.2	-6	0.3	0
CN(C)S(=O)(=O)c1cccc(NC(=O)COC(=O)c2cc(-c3cccc(Br)c3)nc3ccccc23)c1	11	0.3	9	-21	27	0.8	-8	1.0	0
Cc1cc(C)c(C(=O)Cn2nc(C(=O)O)c3ccccc3c2=O)cc1C	-8	0.3	4	-14	-11	0.1	-18	-1.0	1
COC(=O)C(C)Sc1ccc2nnc(-c3ccccc3)n2n1 (centres undefined)	0	0.2	6	-10	6	0.6	-11	0.0	3
CCCCCCN1CC(C(=O)OCC)C(=O)C1=O (centres undefined)	-5	0.0	7	-17	-1	0.7	-30	-0.2	-2
Cc1cc(C)nc(SCC(=O)Nc2ccc(Br)cn2)n1	-1	-1.0	4	-20	17	-1.4	0	-0.8	-3
COc1ccc(NC2=CC(c3cccc(OC)c3)N(c3ccc(OC)cc3)C2=O)cc1 (centres undefined)	3	0.1	2	-6	13	0.8	2	-1.6	-2
COc1ccc(CSCC(=O)NCCC(C)C)cc1	-12	-0.1	15	·	16	-0.5	0	2.3	0
CC1CCN(C(C(=O)NC2CCCCC2)c2cc3c(cc2[N+](=O)[O-])OCO3)CC1 (centres undefined)	-3	0.3	-7	-5	56	-0.3	10	-1.0	10
O=C(/C=C/c1ccc(Cl)cc1)Nc1ccccc1N1CCOCC1	12	0.0	15	-11	18	0.3	-5	1.9	-1
CCCOc1ccc(C(O)C(CN2CCOCC2)c2ccccc2)cc1 (centres undefined)	-3	0.6	10	-15	36	-0.5	-15	-0.7	3
O=C(NCc1ccc(Cl)cc1)C1C2C=CC3(CN(Cc4cccnc4)C(=O)C13)O2 (centres undefined)	-4	0.5	-6	-10	4	1.7	-13	-2.7	0
Cc1cc(Nc2nnnn2-c2ccccc2)n(-c2ccc(Cl)cc2)n1	-14	6.0	-8	-6	0	18	-2	-2.5	4
NC(=O)c1ccsc1NC(=O)c1ccc(N2CCCC2=O)cc1	-29	0.8	77*[5 µM]	-24	4	-0.8	9	-1.9	0
CC1(C)CC(=O)C=C(NCCN2CCN(C(=S)Nc3ccc(F)cc3)CC2)C1	-6	0.6	22	3	3	-0.1	-8	0.7	-1
COc1ccc([N+](=O)[O-])cc1CSc1nnc(NC(C)=O)s1	-4	0.7	6	-14	5	0.2	0	0.6	-1
O=C(CN1C2=NCCN2c2ccccc21)C12CC3CC(CC(C3)C1)C2	-16	0.4	8	-5	3	0.8	-13	-6.1	0
CCN(CC)S(=O)(=O)c1ccc(NC(=O)c2cccs2)cc1	-9	0.8	·	-10	10	2.0	-6	6.1	·
COc1ccc(/C(C)=N/NC(=O)CNC(=O)CCc2ccccc2)c(OC)c1	2	-0.6	-2	-14	18	-1.3	-19	-3.9	-2
CCOc1ccc(NC(=O)c2ccc(S(=O)(=O)N(C)C)cc2)cc1	-6	1.5	-4	5	0	4.0	-1	0.9	-45
COc1ccc(-c2n[nH]c(C)c2-c2cnn(-c3ccccc3)c2)c(O)c1	·	-0.9	-4	-11	-27	-1.0	-16	-0.7	8
Nc1cc(Cl)ccc1C(=O)OCC(=O)NC1CCS(=O)(=O)C1 (centres undefined)	-5	0.0	-3	-3	-14	0.4	-25	0.0	1
CC1(C)OC(c2ccccc2)=C/C(=C/C=C2C(=O)c3ccccc3C2=O)O1	-15	0.9	·	-25	3	1.7	10	-5.9	-19
CC(C)c1ccc(N(CC(=O)NN=C2CCN(C)CC2)S(=O)(=O)c2ccccc2)cc1	-8	-0.6	-22	-5	9	-2.4	-18	1.0	3
COc1ccc(OC)c(/C=C/C(=O)N(C)CC(=O)Nc2cc(C)ccc2C)c1	-6	-0.7	14	-9	3	-1.0	-4	2.2	-1
CCOc1c2ccc(C(=O)NC3CCCc4ccccc43)cc2nn1CC (centres undefined)	-14	0.6	2	-18	35	1.2	-4	-1.0	4
Cc1ccc(-c2cc(-c3ccc(F)cc3)nc(N)c2C#N)o1	14	0.5	4	-35	16	0.1	-16	-0.3	-29
Cc1ccc(SCC(=O)NN=C2CCN(C)CC2)cc1	-3	0.5	5	-7	17	-0.3	-2	1.0	-1
O=C(CSC1=NCCS1)Nc1cccc2ccccc12	-16	0.3	14	-6	8	-0.5	11	-0.4	-2
O=c1oc2cc(S(=O)(=O)NCCCO)ccc2c2ccc(S(=O)(=O)NCCCO)cc12	-4	1.2	-2	-6	-15	2.2	3	2.5	5
O=C(CN(C(=O)c1ccc(Cl)cc1)N1C(=O)C2CCCCC2C1=O)c1ccc(Cl)cc1 (centres undefined)	-12	-0.9	4	-5	28	0.9	-8	-1.2	-2
Cc1oc2ncnc(N)c2c1C	-8	0.4	27	3	2	1.9	-6	0.0	-2

Reformatted in markdown: 4 of the compounds above.
| SMILES | Mdm2 ligase inh | TRPML3 ag | PPC-1+TRAIL kill | p47phox inh | CHOP inhibitor | TRPN1 ag | EBV gp42 inh | TNF necrop inh | Runt-SMMHC FRET |
| --- | --- | --- | --- | --- | --- | --- | --- | --- | --- |
| COc1ccc(/C(C)=N/NC(=O)CNC(=O)CCc2ccccc2)c(OC)c1 | 2 | -0.6 | -2 | -14 | 18 | -1.3 | -19 | -3.9 | -2 |
| CCOc1ccc(NC(=O)c2ccc(S(=O)(=O)N(C)C)cc2)cc1 | -6 | 1.5 | -4 | 5 | 0 | 4.0 | -1 | 0.9 | -45 |
| O=C(CSC1=NCCS1)Nc1cccc2ccccc12 | -16 | 0.3 | 14 | -6 | 8 | -0.5 | 11 | -0.4 | -2 |
| COc1ccc(OC)c(/C=C/C(=O)N(C)CC(=O)Nc2cc(C)ccc2C)c1 | -6 | -0.7 | 14 | -9 | 3 | -1.0 | -4 | 2.2 | -1 |

Later entries
SMILES	Mdm2 ligase inh	TRPML3 ag	PPC-1+TRAIL kill	p47phox inh	CHOP inhibitor	TRPN1 ag	EBV gp42 inh	TNF necrop inh	Runt-SMMHC FRET
COc1ccccc1-n1c(SCC(=O)Nc2cccc(S(N)(=O)=O)c2)nc2ccccc2c1=O	-13	0.5	-21	-3	10	1.2	2	-0.1	-2
CCOC(=O)N1CCN(C(=O)/C(=C\c2cccs2)NC(=O)c2cccs2)CC1	-10	0.7	35	0	11	-0.5	3	0.2	-9
Cc1ccccc1OCC(=O)Nc1nnc(-c2ccncc2)s1	-12	0.6	19	13	-2	1.3	-11	1.9	1
CCOCCCNS(=O)(=O)c1ccc(NC(=O)c2ccc(OC)c([N+](=O)[O-])c2)cc1	-89	0.9	12	-13	2	1.0	-2	-0.4	-4
O=C(c1ccc(F)cc1)n1cc(C(=S)N2CCOCC2)c2ccccc21	·	0.0	21	-16	6	-0.5	-14	-0.1	-5
O=C(Cn1cnc2ccccc2c1=O)NCc1ccc2c(c1)OCO2	-24	0.5	12	10	-21	0.0	5	0.0	-2
COc1ccc(-c2csc(NCc3ccco3)n2)cc1C	0	0.9	18	-57	-14	1.2	-14	0.0	3
COc1ccc(OC)c(NC(=O)NCc2ccc(F)cc2)c1	-19	-0.1	27	-2	-5	-1.3	-5	-0.6	-7
O=C(c1cc(S(=O)(=O)Nc2ccccc2F)c(Cl)cc1Cl)N1CCN(CCO)CC1	-6	1.3	1	5	19	0.9	-7	1.4	-2
Cc1nc2nc[nH]c2cc1Br	-12	0.8	-1	-6	14	1.8	-14	-0.5	3
CCN(CC)c1ccc([N+](=O)[O-])cc1C(=O)N1CCOCC1	-14	0.1	12	5	0	0.4	-4	1.4	-6
COc1ccc(N(C(=O)c2cccnc2)S(=O)(=O)c2cccc([N+](=O)[O-])c2)cc1	-17	-0.2	23	2	7	-0.1	4	0.3	0
COc1cccc(-n2nnnc2SCC(=O)NCCc2ccccc2)c1	-25	-0.4	9	3	21	-0.7	-5	2.7	2
O=C1CCCC/C1=C/Nc1ccc(S(=O)(=O)Nc2ncccn2)cc1	-25	0.2	20	-15	-6	0.6	-7	-2.0	-8
CNc1c([N+](=O)[O-])cnn1-c1ccc(Cl)cc1	4	-0.2	-4	0	0	-0.9	-20	-2.1	-7
COc1cccc(OC)c1NC(=O)Cc1nn(C)c(=O)c2ccccc12	1	0.6	14	-7	-8	0.1	-12	-0.1	-4
COC(=O)c1[nH]c2cccc(OC)c2c1NC(=O)CCN1CCSCC1	-8	0.8	13	-14	11	-1.6	-5	1.0	0
COCC(=O)NCc1ccc2c(c1)OCO2	-3	-0.1	-3	-15	-9	0.8	-17	-0.6	1
O=C(Cn1nc(-c2ccccc2)ccc1=O)NCCN1CCN(Cc2ccccc2)CC1	-3	0.2	8	-5	26	-0.9	3	-1.5	0
CC1CCCCN1C(=O)c1ccc(COc2ccc([N+](=O)[O-])cc2)o1 (centres undefined)	11	0.9	3	-10	33	0.2	-11	4.2	-6
CC(=O)Nc1ccccc1C(=O)C(=O)Nc1ccc(Cl)cc1	-12	0.2	0	-5	-5	-1.9	-14	-0.2	2
Cc1ccc(O)c(-c2cc(C(=O)Nc3c(C)n(C)n(-c4ccccc4)c3=O)[nH]n2)c1	-10	0.6	6	-7	-15	0.1	-20	-1.4	1
O=C(CCc1nnc(C2CCCCC2)o1)N1CCCCC1CCn1cccn1 (centres undefined)	-7	0.0	·	-4	-17	1.2	5	-0.2	·
CCn1c(SCc2cccc(F)c2)nnc1-c1cccnc1	-2	-0.4	-10	-2	16	-1.1	-12	0.3	2
